Source: PubChem BioAssay
AmpC inh detg – qHTS Inhibitors of AmpC Beta-Lactamase (assay with detergent); P00811; AmpC hydrolysis of nitrocefin, absorbance 480 nm, 0.01% Triton; Potency, µM (series often up to 114 µM), without a hit: top-dose activity change, negative = inhibition, actives largely listed as inhibitors; 370,000 compounds, 0.041% hits; AID 485294, 2010; active = well fitted inhibition curve with a large enough effect; inconclusive = small, poorly fitted or top-dose-only effect;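 also: potency is read from the fitted curve at half-maximal effect; 0% = no-compound wells and -100% = no-enzyme wells; nearly all actives have a fitted effect of over 25% in size; some results filed as inactive show a strong effect at the top dose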
Target sequence (P00811 whole entry, looked up): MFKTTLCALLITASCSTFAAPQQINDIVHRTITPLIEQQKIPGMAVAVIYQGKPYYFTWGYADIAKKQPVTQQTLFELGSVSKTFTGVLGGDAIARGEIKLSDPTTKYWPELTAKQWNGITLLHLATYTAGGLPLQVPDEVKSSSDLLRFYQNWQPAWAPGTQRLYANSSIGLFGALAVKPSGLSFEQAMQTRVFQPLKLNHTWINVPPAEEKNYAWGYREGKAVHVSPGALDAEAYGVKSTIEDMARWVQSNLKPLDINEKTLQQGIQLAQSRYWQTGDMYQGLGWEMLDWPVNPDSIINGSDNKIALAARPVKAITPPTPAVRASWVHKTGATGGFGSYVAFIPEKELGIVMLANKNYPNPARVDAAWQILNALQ
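AmpC (5.3 nM in the dispensed reagent) in 20 mM phosphate pH 7.0 with 0.01% (detergent screen) or 0.0001% Triton X-100 was preincubated with compounds for 15 min at room temperature. Nitrocefin was then added from an 800 uM solution, and hydrolysis was followed at 480 nm.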
HCMV antiviral – qHTS Assay for inhibitors of the human cytomegalovirus (HCMV) | HFF cells, HCMV-luciferase reporter, 72 h; hits give low values | activity change, negative = inhibition, % at 57.5 µM | 410,000 compounds, 4.5% hits; in the data active = activity change below about -60%; inconclusive = no clear call, values can overlap the other calls; inactive = above about -39%
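Two-dose cell screen: HFF monolayers treated with compounds and infected with luciferase-expressing HCMV at 1 PFU/cell, 72 h at 37C, then lysed for luciferase measurement.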
Numbers without * were called inactive; ? = inconclusive. Unless noted, % is scaled to controls: 0 for no effect and ±100 for the full control effect. These rows are one share of the data. The share of hits here may be higher or lower than overall.

SMILES	AmpC inh detg	HCMV antiviral
CC(C)CN(CCCNC(=O)Cn1ncc2c3ccccc3n(C)c2c1=O)CC(C)C	28%	22
CCOc1ccc(C(=O)c2cn(CC(=O)Nc3cc(OC)cc(OC)c3)c3ccc(F)cc3c2=O)cc1	-7%	12
CCc1cccc(C)c1NC(=O)C(CC)Sc1nncn2c1cc1occc12 (stereo not given)	-14%	?
CC(=O)Nc1nonc1-c1nnc(SCc2ccccc2)n1C	-3%	19
CC(CCc1ccccc1)NC(=O)CSc1n[nH]c(-c2ccc(F)cc2)n1 (stereo not given)	-2%	-65*
CCC(C)NC(=O)c1[nH]c2cc(OC)ccc2c1Sc1ccc(C)cc1 (stereo not given)	-2%	-6
O=C1c2[nH]nc(-c3ccc(F)cc3)c2C(c2ccccc2F)N1c1ccccc1 (stereo not given)	7%	-35
CCOC(=O)c1cccc(NC(=O)CSc2nc3cc4ccccc4cc3[nH]2)c1	25%	62
CC(C)c1ccc(NC(=O)C2CCN(S(=O)(=O)c3cccc4nsnc34)CC2)cc1	2%	-29
Cc1c(Cl)cccc1NC(=O)c1cc(-c2cccc(Cl)c2)on1	23%	-19
CCc1ccc(CNC(=O)CN2C(=O)CSc3ccc(S(=O)(=O)N4CCOCC4)cc32)cc1	4%	-17
COCCOC(=O)Cn1nnc2sc(-c3ccccc3)cc2c1=O	3%	-4
Cc1ccc(C)c(N2CCN(C(=O)CCS(=O)(=O)c3cc4c(cc3Cl)NC(=O)CO4)CC2)c1	-1%	-29
COc1ccccc1CNC(=O)c1cc2c(s1)-c1ccc(Cl)cc1SC2	18%	-4
COc1ccccc1C(=O)OCc1cc(=O)n2c(C)csc2n1	-2%	3
COc1ccccc1NC(=O)C1=C(C)Nc2nc(SCc3ccccc3Cl)nn2C1c1ccccn1 (stereo not given)	1%	-14
Cc1ccc(C)c(N2CCN(C(c3ccccc3)c3nnc(-c4ccccc4F)o3)CC2)c1 (stereo not given)	13%	11
O=C(NCc1ccc(F)cc1)C1CCN(C(=O)c2ccc(-n3ccc4ccccc43)s2)CC1	5%	-10
CSc1ccc(CCNC(=O)Cn2c(C)c3cnn(-c4ccccc4)c(=O)c3c2C)cc1	16%	-19
O=c1cc(-c2ccccc2)n2c(SCc3ccc(Cl)cc3)nnc2[nH]1	-1%	-31
CN1C(=O)C2(c3ccccc31)N(c1ccccc1)C(=O)CS2(=O)=O (stereo not given)	3%	4
CCN(CC)c1nc2ccccc2nc1C(=O)Nc1ccc(C(C)=O)cc1	-5%	-13
Cc1oc2ncn(CC(C)C)c(=O)c2c1C(=O)NCCCN(C)Cc1ccccc1	13%	5
COC(=O)c1ccccc1NC(=O)N(Cc1ccc(C)cc1)Cc1cccn1-c1nnc(N2CCCC2=O)s1	4%	36

Arranged by length of the SMILES (rising): part of the list above
SMILES	AmpC inh detg	HCMV antiviral
COc1ccccc1C(=O)OCc1cc(=O)n2c(C)csc2n1	-2%	3
CCN(CC)c1nc2ccccc2nc1C(=O)Nc1ccc(C(C)=O)cc1	-5%	-13
O=c1cc(-c2ccccc2)n2c(SCc3ccc(Cl)cc3)nnc2[nH]1	-1%	-31
O=C(NCc1ccc(F)cc1)C1CCN(C(=O)c2ccc(-n3ccc4ccccc43)s2)CC1	5%	-10
Cc1ccc(C)c(N2CCN(C(=O)CCS(=O)(=O)c3cc4c(cc3Cl)NC(=O)CO4)CC2)c1	-1%	-29

Later entries:
SMILES	AmpC inh detg	HCMV antiviral
O=C(Nc1ccccc1Br)C(Cc1ccccc1)NS(=O)(=O)c1cccc2nsnc12 (stereo not given)	2%	-27
CC(C)c1ccc(Nc2cc(C(=O)NCCc3ccccc3)c3ccccc3n2)cc1	2%	-30
COc1cccc(-n2c(-c3ccco3)nc3c(cnn3-c3ccccc3C)c2=O)c1	1%	-33
CCC(C(=O)NCCc1cc(OC)ccc1OC)n1nc(C)c2c(C)n(-c3ccccc3)nc2c1=O (stereo not given)	18%	-24
CCn1c(=O)cc(OCC(=O)N(C)c2cc(Cl)ccc2C)c2ccccc21	17%	-16
O=C(Cn1ncc2c3ccccc3n(Cc3cccc(Cl)c3)c2c1=O)NCCC1=CCCCC1	19%	7
Cn1cc(S(=O)(=O)c2cccc(Cl)c2)c(=O)c2cc(F)c(N3CCN(c4ccccc4)CC3)cc21	-3%	?
Cc1cc(OCC(=O)NCC2(N(C)C)CCCCC2)cc(C)c1Cl	22%	-11
COC(=O)c1cc2oc3ccccc3c2n1Cc1nc(-c2cccc(Cl)c2)oc1C	26%	4
COc1ccc(S(=O)(=O)NC(C)(C)CO)cc1-c1nnc2c3ccccc3c(C)nn12	24%	2
CCOC(=O)c1ccc(NC(=O)Cn2c(=O)cc(C(F)(F)F)c3c(C)nn(C)c32)cc1	0%	11
CCC1CCCCN1CCCNC(=O)c1ccc2c(c1)N(Cc1ccccc1)C(=O)c1ccccc1S2(=O)=O (stereo not given)	?	?

Looked up by structure from the entries so far (five):
SMILES	AmpC inh detg	HCMV antiviral
Cc1cc(OCC(=O)NCC2(N(C)C)CCCCC2)cc(C)c1Cl	22%	-11
CCn1c(=O)cc(OCC(=O)N(C)c2cc(Cl)ccc2C)c2ccccc21	17%	-16
CC(C)c1ccc(Nc2cc(C(=O)NCCc3ccccc3)c3ccccc3n2)cc1	2%	-30
O=C(Nc1ccccc1Br)C(Cc1ccccc1)NS(=O)(=O)c1cccc2nsnc12 (stereo not given)	2%	-27
COc1cccc(-n2c(-c3ccco3)nc3c(cnn3-c3ccccc3C)c2=O)c1	1%	-33

(continued)
SMILES	AmpC inh detg	HCMV antiviral
Cc1ccc(Nc2c3c(nc4nc(-c5cccs5)nn24)CCCC3)cc1F	?	27
COc1ccc(NC(=O)c2c(C)oc3ccc(O)c(CN4CCN(C)CC4)c23)cc1Cl	21%	-16
Cc1ccc(CNC(=O)Cn2c(SCC(=O)Nc3ccc(F)cc3)nc3ccccc32)cc1	6%	-93*
CCc1ccc(Nc2cc(C(=O)NCCCN(C)c3ccccc3)c3ccccc3n2)cc1	-1%	3
CC(=O)Nc1ccc(NC(=O)CCc2c(C)nc3c(c(C)nn3-c3ccc(C)cc3)c2C)cc1	13%	28
Cc1ccc(-c2nnc(SCc3ccccc3C#N)o2)cc1	0%	117
CCCCOc1ccc(S(=O)(=O)N2CCN(c3ccccc3OCC)CC2)cc1	13%	17
COc1cccc(NC(=O)C2CCN(c3nnc(C)c4c(C)n(-c5ccccc5)nc34)CC2)c1	2%	-11
Cc1ccc(N2CCN(C(=O)c3cn(C)c4ccc(S(=O)(=O)N5CCC(C)CC5)cc4c3=O)CC2C)cc1 (stereo not given)	-3%	3
COc1ccc(NC(=O)CSc2ncc3c(n2)-c2ccccc2N(Cc2ccc(C)cc2)S3(=O)=O)cc1Cl	-2%	8
CC(=O)N1c2nc(C(C)C)nn2C2(CCCCC2)[C@@H]2CCCC[C@@H]21	18%	-11
Cc1c(Cl)cccc1NC(=O)CSc1ncc(S(=O)(=O)c2ccc(C(C)C)cc2)c(=O)[nH]1	3%	5
CCc1cnc2c(c1SCC(=O)NCc1ccccc1)c(=O)n(C)c(=O)n2C	3%	7
Cc1ccc(N2C(=O)c3n[nH]c(C)c3C2c2ccccc2Cl)cc1 (stereo not given)	-11%	?
COc1ccc(NC(=O)c2nnn(CC(=O)Nc3cc(C)cc(C)c3)c2N)c(OC)c1	0%	11
O=C(Cn1ccn(-c2cccc(Cl)c2)c(=O)c1=O)NCCc1ccccc1	-6%	-20
CCCCOc1ccc(C(=O)NCCc2csc(-c3cccc(F)c3)n2)cc1	24%	-21
CCc1nc2ccc(C(=O)NCc3cc(OC)ccc3OC)cc2nc1CC	8%	34
Oc1ccccc1-c1nc2ccc(Cl)cn2c1Nc1ccc2c(c1)OCCO2	0%	-6
CCCCOC(=O)c1ccc(NC(=O)c2sc3nc(C)cc(C)c3c2N)cc1	27%	-29
O=C(Nc1ccc2oc(-c3ccccc3)nc2c1)c1ccc2ccccc2c1	?	-17
COc1ccc(N2C(=O)CS(=O)(=O)C23C(=O)N(Cc2c(F)cccc2Cl)c2ccccc23)cc1 (stereo not given)	19%	-10
Cc1ccc(N2CC(NC(=O)c3ccc(S(=O)(=O)N4CCOCC4)cc3)CC2=O)cc1C (stereo not given)	-2%	1
CCC(=O)N1c2ccc(S(=O)(=O)NCc3ccc(F)cc3)cc2CC1C (stereo not given)	4%	-19
Cc1ccccc1OCc1nc2ccccc2n1Cc1ccccc1Cl	20%	-13
C=CCOc1ccc(C2c3c(oc4ccc(C)cc4c3=O)C(=O)N2CCCN2CCOCC2)cc1 (stereo not given)	25%	-5
Cc1cccc(-c2nc(SCc3ccc(Br)cc3)n3[nH]c(=O)cc3n2)c1	2%	0
O=C(Cn1c(=O)c(C(F)(F)F)nc2ccccc21)Nc1cccc(Br)c1	2%	-18
CC(=O)Nc1ccc(-c2cc(C(=O)O)c3c(-c4ccccc4)[nH]nc3n2)cc1	12%	5
CCOc1ccc(-n2ccn3c(CC(C)CC(=O)O)nnc3c2=O)cc1 (stereo not given)	19%	11
Cc1nn2c(=O)cc(CN(C)c3ccccc3)nc2s1	7%	18
COc1ccc(NC(=O)c2ccco2)cc1NC(=O)c1ccc(OC(C)C)cc1	4%	-5
CCOc1cc(CNc2ccc(O)cc2)cc(Br)c1OCc1ccccc1	15%	-104*
Cc1cn2c(=O)cc(COC(=O)c3ccc(NC(=O)c4ccc(C(C)(C)C)cc4)cc3)nc2s1	-4%	7
COc1ccc(-c2nc3c4ccccc4n(CC(=O)N4CCN(c5ccccc5F)CC4)c(=O)n3n2)cc1	-9%	9
COc1cccc(CNc2nccn(-c3cc(C)cc(C)c3)c2=O)c1	4%	4
O=C(CCCn1c(=O)[nH]c2ccsc2c1=O)N1CCN(c2cccc(C(F)(F)F)c2)CC1	4%	-105*
Cc1ccc(C)c(NC(=O)C(=O)NCCc2csc(-c3ccc(C(F)(F)F)cc3)n2)c1	-6%	3
Cc1ccn2c(=O)cc(COc3ccc(NC(=O)c4ccccc4F)cc3)nc2c1	-3%	1
COc1ccc(S(=O)(=O)N(CC(=O)N2CCc3ccccc3C2)c2ccc(C)cc2)cc1	-5%	-1
CCOC(=O)c1c(C)oc2nc(C)nc(N3CCN(c4ccc(C(C)=O)cc4)CC3)c12	21%	27
Cc1ccc(C(=O)NCC(=O)OCc2cc(=O)n3ccsc3n2)cc1	8%	-7
COc1cc2ccccc2cc1C(=O)Nc1cccc(-c2nc3cc(C)c(C)cc3o2)c1	5%	23
CCOc1ccccc1CNC(=O)CCn1cccn1	-6%	5
CCc1ccc(S(=O)(=O)N(C(C)=O)c2ccc3oc4c(c3c2)CCCC4)cc1	-5%	-92*
COc1cc(OC)c(NC(=O)c2cc(S(=O)(=O)N3CCCC3)cn2C)cc1Cl	5%	?
Cc1cccc(-c2nnn3c2nc(NCCC(C)C)c2ccccc23)c1	1%	14
CC1=C(C(=O)Nc2ccccc2)C(c2cccnc2)n2nc(SCc3ccccc3Cl)nc2N1 (stereo not given)	2%	-2
COc1cc(NC(=O)CSc2nc3nc(C)c(Cc4ccc(C)cc4)c(C)n3n2)cc(OC)c1OC	-2%	0
CCCc1nn2cc(-c3ccc(C)c(C)c3)nc2s1	-6%	-62*
O=C1CC(c2cccc(O)c2)c2cc3c(cc2N1)OCO3 (stereo not given)	-1%	9
Cc1ccc(-n2c(=O)c3c(c4cc(C)ccc4n3C)n(CC(=O)Nc3ccc(F)cc3)c2=O)cc1	-1%	-75*
O=C(Nc1c(C(=O)Nc2ccc(F)cc2)oc2ccccc12)c1ccccc1F	12%	-2
Cc1ccc(NC(=O)C(=O)NCCc2csc3nc(-c4ccccc4C)nn23)cc1Cl	3%	17
CCc1ccc(S(=O)(=O)Nc2cccc(-c3ccc(N4CCC(C)CC4)nn3)c2)s1	-2%	-17
CCOc1ccc(-c2nc(CNC(=O)NC3CCCCC3)c(C)o2)cc1	-1%	9
N#Cc1ccc(C(=O)NCc2ccc3c(c2)CCN3C(=O)c2ccc(F)cc2)cc1	7%	24
CCOC(=O)c1cc2c(=O)n3ccccc3nc2n(CCCOC)c1=NC(=O)c1c(-c2c(F)cccc2Cl)noc1C	0%	43
Cc1cc(Cl)ccc1OCc1nc(-c2ccc(-n3cccc3)cc2)no1	-2%	5
Cc1cc(C)cc(OC(=O)c2cc(-c3ccc(Cl)cc3)on2)c1	25%	-1
Next part:
SMILES	AmpC inh detg	HCMV antiviral
CCSc1ncc(Cl)c(C(=O)Nc2cccc(Cl)c2)n1	-3%	-9
CCOc1ccc(NC(=O)CSc2nnc3scc(-c4ccccc4)n23)cc1	2%	-7
CCOC(=O)c1cccc(NC(=O)NC2COc3ccccc3C2)c1 (stereo not given)	21%	-9
COc1ccc(-c2nc3sc(CCNS(=O)(=O)c4ccccc4)c(C)n3n2)cc1	1%	?
O=c1c(=O)n(-c2cccc(Cl)c2)ccn1Cc1cccc(F)c1	-7%	-18
CCOC(=O)C1CCCN(C(=O)c2cccc(NC(=O)c3nsc4ccccc34)c2)C1 (stereo not given)	18%	70
CCc1ccc(C2c3c(-c4cc(C)ccc4O)n[nH]c3C(=O)N2Cc2cccnc2)cc1 (stereo not given)	15%	-11
